Bioassay records: PubChem BioAssay, Sanford-Burnham Center for Chemical Genomics
SENP8 inh: human SENP8 protease inhibitors, primary screen, biochemical, fluorescence, Nedd8 protein substrate, uHTS. Sentrin-specific protease 8 (Homo sapiens), Q96LD8. recombinant SENP8. inhibition, % at 20 µM. 360,000 compounds, 0.64% hits. AID 602440, 2012; in the data active = inhibition mostly above about 40%, no sharp cut-off; inactive = mostly below about 27%
MPTP inh: mitochondrial permeability transition pore inhibitors, primary screen, biochemical, isolated mouse mitochondria, absorbance; Ca2+ swelling absorbance, 30 min; inhibition, % at 10 µM; 360,000 compounds, 1.4% hits;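 active = inhibition of 50% or more, scaled per plate between neutral and stimulator controls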;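 also: 0% = DMSO wells given calcium and 100% = 1 mM EGTA wells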
SENP6 inh: SENP6 protease inhibitors, primary screen, biochemical, luminescence, uHTS; 330,000 compounds, 1.8% hits; Recombinant SENP6 catalytic domain, aminoluciferin luminescence; inhibition, % at 10 µM; AID 2599, 2010; Sentrin-specific protease 6 (Homo sapiens), Q9GZR1;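 active = inhibition above about 50% at the single tested dose, limit read from the data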;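 also: plate controls were DMSO wells with enzyme for no effect and DMSO wells lacking enzyme for full effect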
Target sequence (Q9GZR1 628-1112 limits assumed): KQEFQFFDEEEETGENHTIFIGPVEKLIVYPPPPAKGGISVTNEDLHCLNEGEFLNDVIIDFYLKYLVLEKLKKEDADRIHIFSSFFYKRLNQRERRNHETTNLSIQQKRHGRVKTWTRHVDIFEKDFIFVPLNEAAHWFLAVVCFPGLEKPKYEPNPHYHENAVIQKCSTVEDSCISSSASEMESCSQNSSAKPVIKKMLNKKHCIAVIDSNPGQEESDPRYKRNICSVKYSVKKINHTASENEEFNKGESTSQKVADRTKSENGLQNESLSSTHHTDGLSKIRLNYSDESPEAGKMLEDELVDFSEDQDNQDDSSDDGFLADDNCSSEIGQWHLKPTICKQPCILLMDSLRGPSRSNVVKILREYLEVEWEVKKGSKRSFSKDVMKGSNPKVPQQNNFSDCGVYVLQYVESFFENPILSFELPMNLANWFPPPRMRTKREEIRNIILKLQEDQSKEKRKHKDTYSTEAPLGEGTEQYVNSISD
GRIN3A LBD mod: binders of NR3A ligand-binding domain, primary screen, biophysical, differential scanning fluorimetry, uHTS. AID 1259313, 2017. NR3A LBD differential scanning fluorimetry, Tm shift; 0% = protein alone, 100% = glycine-bound protein. Glutamate receptor ionotropic, NMDA 3A (GRIN3A) ligand-binding domain. Tm shift relative to glycine control, % at 25 µM. 340,000 compounds, 2.5% hits;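 active = melting temperature shift of at least 10% of the positive control shift, at one fixed dose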
PfG6PD inh: PfG6PD enzyme inhibitors, primary screen, biochemical, fluorescence intensity, uHTS; 350,000 compounds, 0.78% hits; glucose-6-phosphate dehydrogenase-6-phosphogluconolactonase (Plasmodium falciparum 3D7); inhibition, % at 20 µM; PfGluPho enzyme, NADPH resazurin-diaphorase fluorescence;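 active = inhibition reaching at least a set limit at 20 µM in the primary screen, cut at about 59% in these data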;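 also: 0% = DMSO wells with substrate and 100% = DMSO wells lacking glucose-6-phosphate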
SENP7 inh: SENP7 protease inhibitors, primary screen, biochemical, luminescence, uHTS; recombinant SENP7, Z-RLRGG-aminoluciferin luminescence, 40 min; inhibition, % at 5 µM; Sentrin-specific protease 7 (Homo sapiens), Q9BQF6; 330,000 compounds, 1.5% hits;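 active = inhibition above about 50% at the single test dose, limit read from the data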;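 also: plate controls were DMSO with enzyme for no effect and no enzyme buffer wells for full effect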
Target sequence (Q9BQF6 706-1050 limits assumed): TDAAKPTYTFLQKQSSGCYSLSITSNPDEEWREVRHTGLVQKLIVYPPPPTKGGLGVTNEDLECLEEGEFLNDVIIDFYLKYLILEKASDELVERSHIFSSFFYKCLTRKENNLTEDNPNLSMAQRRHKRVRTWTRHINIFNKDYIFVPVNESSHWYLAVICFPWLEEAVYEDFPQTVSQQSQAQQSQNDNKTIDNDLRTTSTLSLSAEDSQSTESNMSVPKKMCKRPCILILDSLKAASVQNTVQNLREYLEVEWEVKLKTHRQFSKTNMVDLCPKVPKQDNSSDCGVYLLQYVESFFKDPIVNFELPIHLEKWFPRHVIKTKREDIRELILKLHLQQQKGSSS
ATG4B inhibitor: ATG4B protease inhibitors, primary screen, biochemical, fluorescence, uHTS | AID 504462, 2011 | Cysteine protease ATG4B (Homo sapiens), Q9Y4P1 | ATG4B cleavage of LC3-PLA2, NBD-HPC fluorescence, 1 h | inhibition, % at 8.33 µM | 340,000 compounds, 0.51% hits; in the data active = inhibition above about 40%
HKDC1 inhibitor: HKDC1 hexokinase inhibitors, primary screen, biochemical, fluorescence, uHTS; Q2TB90; recombinant HKDC1, G6PDH/diaphorase resazurin coupled fluorescence; 340,000 compounds, 0.16% hits; inhibition, % at 20 µM;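 active = inhibition above about 35% when tested at 20 µM, limit read from the data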;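 also: plate controls were DMSO wells with enzyme for no effect and DMSO wells lacking enzyme for full effect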
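Assay system – recombinant HKDC1 (HK5) hexokinase enzyme, produced in-house · Input – HKDC1 at 5 µg/mL · Reagent – glucose plus 1 mM ATP as hexokinase substrates · Timing – 90 min reaction incubation at room temperature, dark · Measured by – G6PDH/diaphorase-coupled fluorescence, 1 mM NADP, 100 µM resazurin, 525/613 nm · Benchmarks – DMSO-enzyme wells negative, buffer-substituted wells positive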
* hit, by the source's call; . = no result given.

canonical_smiles	ATG4B inhibitor	PfG6PD inh	GRIN3A LBD mod	SENP6 inh	SENP8 inh	HKDC1 inhibitor	MPTP inh	SENP7 inh
O=S(=O)(NC(=S)c1ccccc1)c1ccccc1	-4	13	8	-34	12	-5	1.7	-2
Cc1ccc(NC(=O)CNc2ccc(OC(C)C)cc2)cc1	-3	9	-8	12	33	10	0.6	14
CCOc1ccc(N2C(=O)CC(N(Cc3ccco3)C(C)=O)C2=O)cc1 (centres undefined)	2	0	0	8	6	-6	-0.2	-3
COc1cc(NC(=S)Nc2ccc(OC(F)F)cc2)cc(OC)c1	-6	11	-26	-12	6	-1	80*	5
CCCCC[n+]1ccn(C2=C([O-])c3ccccc3C(=O)/C2=N\S(=O)(=O)c2ccc(Br)cc2)c1	-11	24	-5	35	80*	14	4.6	7
COc1ccccc1N1CCN(C(=O)c2ccc(S(=O)(=O)N3CCCC3)cc2)CC1	-6	-6	-1	-25	10	-8	-2.5	-4
COc1ccc(/C=N/NC(=O)c2cc[n+]([O-])cc2)cc1O	5	-14	2	15	15	0	0.2	5
CCC(=O)Nc1ccc(C(=O)Nc2cc(C)on2)cc1	-7	-6	-3	-3	8	3	-1.8	9
Cc1nc(Oc2ccccc2)c2oc3ccccc3c2n1	-4	8	0	-21	12	0	-1.0	-7
OC(CNC1CCCc2ccccc21)COc1c(Cl)cccc1Cl (centres undefined)	20	8	0	-7	16	16	3.5	4

canonical_smiles	ATG4B inhibitor	PfG6PD inh	GRIN3A LBD mod	SENP6 inh	SENP8 inh	HKDC1 inhibitor	MPTP inh	SENP7 inh
CCOC(=O)c1sc(SC)c2c1CCCC2=O	1	-9	1	1	22	2	0.8	-2
O=C(/C=C/c1cccc(F)c1)OCC(=O)c1ccc[nH]1	-4	15	4	-15	-10	0	-1.8	3
CC(=O)Nc1ccc(NC(=O)C(C)N2CCN(S(=O)(=O)c3ccc(C)cc3)CC2)cc1 (centres undefined)	-11	5	0	0	2	4	-4.9	-3
Cc1ccccc1N1CCN(C2CCCN(C(=O)CCC(=O)N(C)C)C2)CC1 (centres undefined)	-4	-6	0	-8	15	5	0.3	-16
COC(=O)C1=CO[C@@H](O[C@@H]2O[C@H](CO)[C@@H](O)[C@H](O)[C@H]2O)C2C1CC(O)O[C@H]2C (some centres undefined)	-8	9	2	-11	6	-4	-2.1	-3
COC(=O)C1=CN(CCCN2CCCC2=O)C=C(C(=O)OC)C1c1ccccc1C(F)(F)F	2	-2	-1	10	-472	-5	-2.5	-5
CNC(=O)c1cc(S(=O)(=O)Nc2ccc3c(c2)OCO3)ccc1C	3	8	0	-5	-1	-2	-0.3	-6
COc1cc(C(=O)NCC(c2cccs2)N2CCOCC2)cc(OC)c1OC (centres undefined)	4	-1	-3	-5	9	0	0.9	5
Cc1cccc(C(=O)NC(C(=O)Nc2nc(-c3ccccn3)cs2)C(C)C)c1 (centres undefined)	-6	3	-1	-34	-2	-5	-0.2	-9
COc1ccc(C(C[N+](=O)[O-])c2c(C)cc3ccccn23)cc1 (centres undefined)	14	23	0	-18	-32	-4	-1.2	5

canonical_smiles	ATG4B inhibitor	PfG6PD inh	GRIN3A LBD mod	SENP6 inh	SENP8 inh	HKDC1 inhibitor	MPTP inh	SENP7 inh
COCc1cc(C)nc(NCCc2ccccc2)c1C#N	-3	5	0	-12	-459	-3	-5.5	6
CC(C)OC(=O)c1cc2ccccc2[nH]1	4	6	-1	-6	0	9	1.0	1
Cc1ccc(-c2cc(C(F)F)n3ncc(C(=O)Nc4c(C)nn(Cc5c(Cl)cccc5Cl)c4C)c3n2)cc1	-5	-1	2	-10	29	-2	-2.4	-3
O=C(CCc1nnc(-c2ccsc2)o1)NCc1ccccc1OC(F)(F)F	-9	-1	-2	-10	0	-2	-3.7	-7
COC(=O)N/N=C(\C)c1cccc(C(F)(F)F)c1	5	0	-1	-4	1	-12	1.8	0
CCOc1c2ccc(C(=O)NCc3ccc4c(c3)OCO4)cc2nn1CC	-11	10	0	-13	-474	-4	0.1	-2
COc1ccc(S(=O)(=O)Nc2ccc3oc4ncccc4c(=O)c3c2)cc1OC	-7	-28	1	12	-33	-3	9.8	7
CCOc1cc(C2NC(=O)N(C)C(C)=C2[N+](=O)[O-])ccc1OC(C)=O (centres undefined)	6	-14	0	-6	-6	-6	-1.4	6
O=C(CN1C(=O)NC2(CCCCC2)C1=O)Nc1ccc(N2CCOCC2)cc1	2	-1	-2	-8	3	-4	-1.9	-4
O=C(Nc1ccc(NC(=O)c2ccco2)nc1)c1ccccn1	11	18	-21	54*	6	6	-3.6	51*

canonical_smiles	ATG4B inhibitor	PfG6PD inh	GRIN3A LBD mod	SENP6 inh	SENP8 inh	HKDC1 inhibitor	MPTP inh	SENP7 inh
CC1CCC(NC(=O)COC(=O)CNC(=O)c2ccc3ccccc3c2)CC1 (centres undefined)	-10	-1	0	-10	2	-1	-0.6	5
Cc1ccc(C)c(NC(=O)C(OC(=O)c2cnc(C)cn2)c2ccccc2)c1 (centres undefined)	0	0	2	0	10	-4	-1.6	4
O=C(COC(=O)c1ccc(OC(F)F)cc1)Nc1cccc(S(=O)(=O)NC2=NCCC2)c1	-25	-12	2	-12	-3	-1	0.2	-5
Cc1ccccc1CSc1nncn1N	-3	-7	-4	-12	20	-5	3.8	-1
C#CCN(C)CC/C=C1\c2ccccc2CSc2ccccc21	-15	-2	1	-25	4	0	33	-2
O=C1CCC(C(=O)N2CCSCC2)CN1Cc1ccc(Cl)cc1 (centres undefined)	-3	-17	2	-1	18	-4	-1.9	2
O=C(CSc1nnc(COc2ccc(F)cc2)o1)N1c2ccccc2CCc2ccccc21	-7	5	0	-10	11	6	-4.7	-8
O=C(c1ccc(C(F)(F)F)cc1)N1CCC(=O)N(C(COCc2ccccc2)Cc2ccccc2)CC1 (centres undefined)	1	10	-2	-4	6	1	0.8	2
COc1ccc(-c2nnc3c4ccccc4c(C)nn23)cc1S(=O)(=O)N1CCN(CCO)CC1	-18	-1	-1	8	-42	-4	1.5	8
CSc1ccccc1-n1nnnc1SCC(=O)NCc1cccs1	3	-13	-3	5	15	2	-0.1	6

canonical_smiles	ATG4B inhibitor	PfG6PD inh	GRIN3A LBD mod	SENP6 inh	SENP8 inh	HKDC1 inhibitor	MPTP inh	SENP7 inh
COc1ccc(CNC(=O)C2CCN(S(=O)(=O)c3cc(OC)ccc3OC)CC2)cc1	-8	-1	0	-8	23	2	0.1	2
Cc1[nH]c2ccccc2c1/C=N/NC(=O)CNC(=O)c1ccc2c(c1)OCCO2	-5	42	1	-6	17	-2	-3.1	-1
Cc1oc2ccc(OC(=O)c3cccs3)cc2c1C(=O)OC(C)C	5	23	4	5	4	2	1.3	-2
O=S(=O)(c1ccccc1)c1nnn2c1nc(NC1CCN(Cc3ccccc3)CC1)c1cc(Cl)ccc12	-7	2	7	7	-408	-7	-1.5	2
CCOc1ccc2nc(NC(=O)CSc3nc4ccccc4c(=O)n3Cc3ccco3)sc2c1	1	-1	-3	-13	7	0	0.2	11
Cc1cc(C)c(C)c(S(=O)(=O)N2CCC(C(=O)N3CCN(c4ccc(F)cc4)CC3)CC2)c1C	-12	15	6	.	5	1	-0.5	.
O=C1CC/C=C\C[C@@H](CC(=O)N(CCO)Cc2ccccc2)C(=O)NC[C@@H](c2ccccc2)O1	3	-2	1	-24	7	-7	1.4	-10
c1nc2ccc(Cc3ccc4nc[nH]c4c3)cc2[nH]1	4	-10	3	9	16	-6	-0.7	1
CCOc1ccc(NC(=O)C2CCCN(S(C)(=O)=O)C2)cc1 (centres undefined)	5	-7	0	0	2	-3	0.9	5
Cc1cc(OC(C)C(=O)NCCN2CCOCC2)c2c(C)c(C)c(=O)oc2c1 (centres undefined)	-1	-8	-1	-2	-360	-7	-0.2	10
